Assay outcomes (PubChem)
NR2E3 ag-1: activates human NR2E3 receptor. Q9Y5X4. CHO-S Gal4-NCOR/VP16-NR2E3 two-hybrid, luciferase. inhibition of corepressor binding, % at 3.98 µM. 0.35% of 360,000 active. AID 602229;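 active = inhibition above the mean of all tested compounds plus 3 SD, cut at about 70% in these data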;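 note: 0% = DMSO with NR2E3 transfected cells and 100% = cells lacking NR2E3 construct; higher means lower luciferase signal from less NR2E3 corepressor binding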
Target sequence (Q9Y5X4 whole entry, looked up, the tested form may be a part): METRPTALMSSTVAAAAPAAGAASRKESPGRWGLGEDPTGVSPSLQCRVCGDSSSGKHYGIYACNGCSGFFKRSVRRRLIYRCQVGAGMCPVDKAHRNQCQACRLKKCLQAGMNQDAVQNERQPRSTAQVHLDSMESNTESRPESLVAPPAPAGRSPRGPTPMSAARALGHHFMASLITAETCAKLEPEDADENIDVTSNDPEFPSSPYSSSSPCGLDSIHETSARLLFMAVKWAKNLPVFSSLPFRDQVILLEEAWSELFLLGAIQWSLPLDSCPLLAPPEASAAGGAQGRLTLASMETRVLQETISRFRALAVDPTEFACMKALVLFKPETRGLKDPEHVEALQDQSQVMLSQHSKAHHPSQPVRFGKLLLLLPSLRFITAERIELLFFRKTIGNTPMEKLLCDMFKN
CF NFkB inh: cystic fibrosis NF-kB activation inhibition; KKLEB NF-kB-GFP reporter, PAF-induced, GFP fluorescence overnight; inhibition, % at 5 µM; 0.86% of 360,000 active;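 active = at least 50% inhibition at 5 µM, scaled per plate between neutral and stimulator controls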;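 note: PAF is a Pseudomonas aeruginosa culture filtrate used as stimulus; plate controls were PAF-stimulated DMSO wells for no effect and unstimulated DMSO wells for full effect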
CaV13 FRET inh: Disruptors of the CACNA1D IQ motif to Ca2+-dependent inactivation inhibitor domain association, primary screening, Förster resonance energy transfer in intact living …; HEK cells, CFP/YFP FRET ICDI-IQ, plate reader, 10 min; percent FRET-ratio fall versus neutral wells; inhibition, % at 12.3 µM; 0.098% of 340,000 active;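 active = mean replicate inhibition of at least 30% and at least 1% of replicates passing that level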;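 note: 0% = median of the neutral control wells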
Peg3 prom inh: reduces Peg3 promoter-driven luciferase expression in HeLa. HeLa PEG-Prom luciferase reporter, luminescence, overnight. inhibition, % at 20 µM. 1.7% of 360,000 active;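 active = inhibition of at least 50% at 20 µM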
HIF-2a block: blocks HIF-2a reporter activity. 786-0 RCC cells HIF-2a reporter, luciferase luminescence, overnight. inhibition, % at 18.8 µM. 0.72% of 360,000 active;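 active = inhibition of the luminescence signal of 40% or more relative to plate controls, in a single-dose primary screen at 18.75 µM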
NR2E3 ag-2: activates human photoreceptor nuclear receptor NR2E3 | 0.12% of 320,000 active | AID 2300 | GST-NR2E3/biotin-RetCOR TR-FRET, 1536-well | Q9Y5X4 | inhibition of corepressor binding, % at 4.78 µM;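 active = percent inhibition above the cutoff of mean plus 3 SD of all tested compounds, set per screening campaign, cut at about 20% in these data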;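 note: 0% = DMSO wells and 100% = biotin wells as full block of FRET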
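System: GST-tagged NR2E3 plus biotinylated RetCOR corepressor; Buffer or medium: pH 7.5 Tris-based buffer; Probe or stimulus: RetCOR corepressor, biotinylated, 7 nM; Doses: compound at 4.8 µM, single dose; Schedule: 5 h incubation at 4 °C; Technique: time-resolved FRET; Evaluation: percent inhibition of TR-FRET ratio; Replication: one well per compound, singlicate testing.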
KKLEB cytotox: reduces viability of KKLEB cystic fibrosis airway cells; KKLEB CF airway cells viability, ATPlite luminescence, overnight; stronger effect = lower value; cells stimulated with P. aeruginosa culture filtrate; AID 602141; activity change (cytotoxicity), % at 5 µM; 0.36% of 360,000 active;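 active = corrected activity change at or below -50% at 5 µM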
Vif inh: HIV Vif inhibition; 0.35% of 340,000 active; AID 602346; HEK293T cells, Vif self-association by quenched fluorescence, imaging, 24 h; inhibition, % at 7.49 µM; in the data active = inhibition above about 50%, passing the limit was not always enough; note: some results filed as inactive read as strong as hits
Shn3 3UTR inh: inhibitors of Schnurri-3 3'UTR reporter in osteoblasts; Clone20 osteoblast Shn3 3'UTR firefly luciferase, 24 h; 0.52% of 360,000 active; AID 588674; inhibition, % at 12.5 µM;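 active = mean inhibition of at least 75% with every replicate also reaching 75%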;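 note: 0% = median of neutral control wells and 100% = pilot-screen positive control compound; some compounds past the cut are filed as inactive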
PDI inh: blocks human protein disulfide isomerase activity; PDI insulin aggregation turbidity, A650, 90 min; P07237; AID 588391; 0.052% of 350,000 active; inhibition, % at 10 µM;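 active = mean inhibition across replicates of 30% or more, whatever share of single replicates reach that level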;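 note: absorbance from insulin aggregation driven by PDI reduction with DTT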
Target sequence (P07237 whole entry, looked up): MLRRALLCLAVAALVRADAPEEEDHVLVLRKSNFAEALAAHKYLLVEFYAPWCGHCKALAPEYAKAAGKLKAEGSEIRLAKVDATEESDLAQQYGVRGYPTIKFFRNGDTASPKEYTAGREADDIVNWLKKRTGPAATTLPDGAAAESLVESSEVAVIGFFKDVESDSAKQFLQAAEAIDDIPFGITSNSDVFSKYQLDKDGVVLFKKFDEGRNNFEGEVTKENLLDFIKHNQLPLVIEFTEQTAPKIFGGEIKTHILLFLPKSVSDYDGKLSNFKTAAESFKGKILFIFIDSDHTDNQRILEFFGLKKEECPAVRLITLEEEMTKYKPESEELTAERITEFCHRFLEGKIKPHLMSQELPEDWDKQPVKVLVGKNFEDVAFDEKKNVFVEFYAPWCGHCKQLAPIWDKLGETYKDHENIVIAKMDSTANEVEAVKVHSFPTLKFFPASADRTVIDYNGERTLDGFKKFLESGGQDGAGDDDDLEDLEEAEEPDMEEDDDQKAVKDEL
MITF TRPM1 inh: reduces MITF-dependent TRPM1 promoter luciferase signal | SK-MEL-5 TRPM1 promoter luciferase, 24 h | inhibition, % at 12.5 µM | 0.83% of 330,000 active | AID 488899;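 active = mean inhibition across replicates of 60% or more, whatever share of single replicates reaches that level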; note: values of inactives mirror those of a sister screen read the other way
* hit, by the source's call; . = no result given.

SMILES	NR2E3 ag-1	CF NFkB inh	CaV13 FRET inh	Peg3 prom inh	HIF-2a block	NR2E3 ag-2	KKLEB cytotox	Vif inh	Shn3 3UTR inh	PDI inh	MITF TRPM1 inh
COc1ccc(CNc2ncnc3cc(Cl)ccc23)cc1	21	16	-5	13	13	6	-2	-17	28	-1	12
O=C(Cn1cc(F)c(=O)[nH]c1=O)NCCO	14	3	-6	0	8	0	9	-8	9	10	5
COCCNC(=O)/C(C#N)=C/c1ccc(SC)cc1	-27	13	-5	-78	-24	-1	-6	11	6	-2	-13
O=C(NCC1CCCN(C(=O)c2cccnc2)C1)c1ccc(-c2ccccc2)cc1 (stereo unspecified)	-33	-10	3	3	-11	2	-12	0	-5	2	-8
Cn1cnc(C(=O)N2CCN(C(=O)OC(C)(C)C)CC2)c1C(=O)N1CCN(C(=O)OC(C)(C)C)CC1	0	6	-4	8	2	3	-10	40	-14	-1	9
CCOC(=O)c1cc2c(ccn2C)n1Cc1ccccc1C	-23	0	-7	12	13	5	3	-3	21	2	0
O=C(CNC(=O)c1ccccc1)N/N=C/c1ccc([N+](=O)[O-])o1	16	7	-5	-11	1	-3	-21	0	-29	0	47
O=C(Nc1cnccn1)c1cccc(C(F)(F)F)c1	3	4	-7	-18	-35	-5	10	5	-19	-4	-6
Brc1cc2c(cc1Br)OCCOCCOCCOCCO2	-18	11	-6	4	16	2	0	-4	0	-3	-3
CCOc1ccc(/C=N/NC(=O)c2cc(-c3ccccc3)nc3ccccc23)cc1O	-25	-10	-4	-16	-6	0	0	-3	-5	8	6
CC(O)Cn1nc([N+](=O)[O-])nc1N (stereo unspecified)	3	17	7	-18	13	1	-14	1	2	4	0
Cc1cccc(N2C(=O)CN(Cc3cccs3)C2=S)c1	-7	-8	-1	13	15	6	8	4	-9	-3	-1
CC(OC(=O)CCc1nc2ccccc2c(=O)[nH]1)C(=O)c1ccc(Br)cc1 (stereo unspecified)	-14	7	-5	11	15	-4	5	-1	-14	-4	1
c1ccc(Nc2cc(-c3ccccc3)nc3ncnn23)cc1	20	-17	-8	-44	3	0	6	-3	5	-6	-8
CSc1ccccc1NC(=O)CN(C)C(C)C(=O)NC(=O)NC1CCCCC1 (stereo unspecified)	-12	7	-5	16	18	-5	-9	-13	14	0	-6
CCOP(=O)(OCC)C(NC(=O)Nc1ccc(Cl)cc1)C(N)=O (stereo unspecified)	-13	-13	-1	-22	-3	1	15	2	5	8	-16
CN(C)CCCN(C(=O)CCOc1ccccc1)c1nc2c(F)cccc2s1	1	85*	-4	50*	23	.	-27	-3	9	4	16
COc1ccccc1/C=N/NC(=O)Cn1cnc([N+](=O)[O-])n1	-35	13	3	9	7	2	4	-3	3	9	2
CCc1ccccc1NC(=O)CCS(=O)(=O)c1ccc2c(c1)CCCN2C(C)=O	18	7	-14	8	3	0	6	-4	-8	-7	-4
Cc1ccc(-c2cc(C(F)F)nc3sc4c(=O)[nH]cnc4c23)cc1	-11	20	-3	12	8	2	-2	11	-23	-5	4
Cc1cccc(-c2nnc(SCC(=O)Nc3cc(C)on3)n2C)c1	-1	-8	-5	15	-1	1	5	-2	5	-23	0
Cc1ccc(C2(C)NC(=O)N(CC(=O)Nc3ccc4[nH]c(=O)[nH]c4c3)C2=O)cc1 (stereo unspecified)	-5	-10	-6	-7	13	-2	5	16	3	2	-2
CCOc1ccc(CN2CCN(Cc3nc4c(s3)CCCC4)CC2CCO)cc1 (stereo unspecified)	-4	-1	-6	7	12	1	-10	-1	-22	-5	-11
CCOc1cc2[nH]c(=O)n(CCc3ccc(OC)c(OC)c3)c(=O)c2cc1OCC	-12	-10	-5	10	-3	-1	-6	3	4	-5	-4
CCOC(=O)C1=C(C)Nc2ncnn2C1c1cc(Br)ccc1F (stereo unspecified)	-23	11	.	17	6	6	4	3	21	6	2
(further entries)
SMILES	NR2E3 ag-1	CF NFkB inh	CaV13 FRET inh	Peg3 prom inh	HIF-2a block	NR2E3 ag-2	KKLEB cytotox	Vif inh	Shn3 3UTR inh	PDI inh	MITF TRPM1 inh
CC(C)(C)OC(=O)N1CCc2onc(-c3ccc(Cl)cc3)c2C1=O	-18	24	-6	-65	-50	.	-6	-3	-11	0	.
O=C(NCCCN1CCCC1=O)c1ccc2c(c1)NC(=O)C(N1CCOCC1)S2 (stereo unspecified)	0	10	.	19	22	.	-4	3	-3	-7	14
Cc1cccc(C(=O)NC(=S)NNC(=O)COc2ccc(Cl)cc2)c1	-31	7	-4	8	-14	.	7	22	-13	2	11
O=c1[nH]c2cc(O)ccc2c2ccccc12	-10	-12	-4	-1	-40	.	-5	0	3	-1	.
O=C(c1ccc(C(=O)N2CCN(c3ccccc3F)CC2)nc1)N1CCN(c2ccccc2F)CC1	-10	-17	3	-2	17	6	4	-4	10	6	4
COc1ccc(N2C(=O)N3[C@H](c4ccc(Br)cc4)[C@@H]4C(=O)N(C(C)(C)C)C(=O)[C@@H]4[C@]3(Cc3ccccc3)C2=O)cc1	-2	0	20	-1	9	-6	-5	0	21	1	-7
Cc1ccc(S(=O)(=O)N2CCN(C(=O)c3ccc4nc[nH]c4c3)CC2)cc1	-18	2	-3	-5	4	-3	5	.	-8	3	4
CCOC(=O)Nc1ccc2c(c1)N(C(=O)CCN1CCN(CCO)CC1)c1ccccc1S2	15	2	.	13	16	2	11	-4	-15	-4	-10
COc1ccccc1N1CCN(C(=O)CCn2c(=O)[nH]c3ccccc3c2=O)CC1	-5	-6	-5	3	10	-2	-1	0	-13	-1	17
Cc1nn(C)c(C)c1C1C(C#N)=C(N)OC2=C1C(=O)CCC2 (stereo unspecified)	-16	-10	-5	-15	13	0	13	-1	7	-3	-3
CC1=NOC(=O)/C1=C\c1ccc(-c2ccccc2Br)o1	-20	58*	-2	93*	49*	.	-20	-9	91*	15	89*
O=C(NCCc1ccc(Cl)cc1)C(=O)Nc1cc2c3c(c1)CC(=O)N3CCC2	-1	-46	-15	20	2	-4	26	1	15	-6	-12
COc1ccc(NC(=O)c2ccc(NC3=NC4CS(=O)(=O)CC4S3)cc2)cc1 (stereo unspecified)	26	-57	-4	-3	-3	0	18	1	2	.	.
COc1ccc(CCNC(=O)c2cc(=O)[nH]c3ccc(Br)cc23)cc1OC	14	9	-8	14	17	1	2	6	-32	-9	-4
COc1ccc(NC(=O)Nc2ccon2)c(OC)c1	-9	1	-5	-12	-22	3	-1	0	-28	-4	-20
COc1cccc(NC2=NC3(CCCCC3)N=C(N)N2)c1	-31	-10	.	1	5	2	0	2	4	4	7
COC(=O)CSc1nc(N2CCCCC2)c2c(c1C#N)CCCC2	7	13	-5	21	21	-2	-6	18	10	8	-8
Cn1c(OCc2ccc3c(c2)OCO3)nc2c1c(=O)n(Cc1ccc(Cl)c(Cl)c1)c(=O)n2C	-9	-3	.	1	17	0	3	-5	8	3	2
COc1cccc(CN2CCNC(=O)C2CC(=O)N(C)CC2CCOCC2)c1 (stereo unspecified)	-5	-21	-12	10	14	0	22	10	8	7	-9
Cc1cccc(NC(=S)N(CCc2nc3cc(C)c(C)cc3[nH]2)Cc2cccnc2)c1	-12	-15	-4	27	6	1	-8	-6	35	-3	9
COc1ccccc1NS(=O)(=O)c1cccc(C(=O)N/N=C/c2ccccc2OCC(=O)O)c1	-10	3	-27	13	19	-2	5	13	7	3	-1
COc1ccccc1CNC(=O)COC(=O)c1ccco1	4	5	-5	-20	1	.	-4	-3	-102	16	-5
Cc1cccc(OCC(=O)Nc2ccccc2N2CCCCC2)c1	4	29	-5	13	16	-1	-12	-16	-1	9	2
O=C1C(Cl)=C(Nc2ccccc2)C(=O)c2ccccc21	-32	93*	-15	102*	97*	0	-83*	12	96*	-6	90*
COCCNC(=O)CN(C(=O)CCC(=O)Nc1ccccn1)c1ccccc1OC	1	-11	4	-12	14	3	4	-2	-22	7	2
Continued:
SMILES	NR2E3 ag-1	CF NFkB inh	CaV13 FRET inh	Peg3 prom inh	HIF-2a block	NR2E3 ag-2	KKLEB cytotox	Vif inh	Shn3 3UTR inh	PDI inh	MITF TRPM1 inh
CC(C)C(=O)Nc1cccc(S(=O)(=O)c2cccc(NC(=O)C(C)C)c2)c1	38	14	.	34	6	5	15	-11	22	-4	7
Cc1cc(C)c2c(c1)/C(=N\N=c1\sc3ccccc3n1C)C(=O)N2	4	-22	-2	-13	-64	-2	6	9	-33	-1	-5
C/C(=N\Nc1nncc2ccccc12)c1ccc(O)cc1	-133	-11	-4	-199	-216	-2	-17	-32	-40	4	-4
O=C(c1cc2ccccc2oc1=O)N1CCCN(C(=O)c2cc3ccccc3oc2=O)CC1	-14	-5	-5	2	2	.	2	-2	1	0	1
COc1ccc(-c2nc(C#N)c(NCCc3ccccc3)o2)cc1	-103	12	-10	-246	-145	2	-4	1	-8	0	-62
CN1/C(=C\C=N\NC(=O)c2ccc(O)cc2)C(C)(C)c2ccccc21	-25	-5	-4	8	23	4	-9	-10	88*	3	8
O=C(c1ccc(N2C(=O)C3CC=C(Cl)CC3C2=O)cc1)N1CCCCC1 (stereo unspecified)	-20	9	-5	-14	4	1	4	-4	-6	-4	13
Cc1ccc(S(=O)(=O)N2CCN(C(=O)c3cc4c(C)nn(-c5ccccc5)c4s3)CC2)cc1	-11	-5	-8	-3	-6	3	2	-12	25	6	15
Cc1nn(CC(=O)Nc2ccc(Cl)cn2)c(C)c1[N+](=O)[O-]	2	1	-5	15	15	-1	2	17	14	7	-1
CCOc1ccccc1-c1nc(-c2ccncc2)no1	-45	-23	-9	-43	-88	2	2	4	-8	-4	-28
COC(=O)c1ccc(NC(=O)C23CC4CC(C2)CC(n2cncn2)(C4)C3)cc1	9	-10	-4	4	3	0	-20	12	-1	3	18
O=C(OCC(=O)N1CCN(c2ccccc2)CC1)c1ccncc1	-17	11	-5	9	7	2	-1	2	-18	-8	10
COc1ccc(CCn2c(N3CCN(Cc4ccccc4)CC3)nc3c2c(=O)[nH]c(=O)n3C)cc1	-29	-12	0	2	21	1	5	5	-5	3	-7
Cc1ccccc1NC(=S)NCc1ccccc1	1	-9	-15	-2	6	2	3	-2	-4	15	8
Cc1ccc(N2C(=O)C3C(C2=O)C2C=CC3C23CC3)cc1 (stereo unspecified)	8	8	-6	-20	12	-2	-1	6	-2	5	-18
